Assay outcomes: PubChem, several laboratories
LEDGF integ inh: blockers of LEDGF/p75-dependent integrase strand transfer – biochemical, TR-FRET, high throughput, primary screen; actives 0.64% (n = 370,000); HIV-1 integrase (with human LEDGF/p75); inhibition, % at 3.7 µM; TR-FRET IN-LEDGF/p75 DNA integration, Eu/Cy5;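 active means inhibition above the screen-wide mean plus 3 SD, cut at about 13% in these data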;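 further: signal is the Cy5 over europium emission ratio at 671 and 618 nm; 0% = plate median of compound wells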
HTRA1 inh: HTRA1 serine protease inhibitors, primary screen, biochemical, fluorescence polarization, HTS; Q92743; recombinant HTRA1, FP-rhodamine activity-based probe; inhibition, % at 5.96 µM; actives 0.5% (n = 340,000); in the data active means inhibition above about 36%;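 further: 0% = enzyme with DMSO and 100% = wells lacking enzyme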
NPR2 activator: human GC-B receptor activators, primary screen, HEK293 GC-B cells, cGMP TR-FRET, EC30 CNP; actives 0.11% (n = 370,000); activation, % at 10 µM; 0% at EC30 CNP, 100% saturating CNP; Atrial natriuretic peptide receptor 2 (Homo sapiens), P20594;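 active means activation at 10 µM reaching about 35% in either raw or pattern-adjusted values, limit read from the data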
rCAG RNA binder: binders of r(CAG) RNA repeats, primary screen, biochemical, fluorescence; inhibition, % at 3 µM; r(CAG) RNA repeat, TO-PRO-1 dye displacement fluorescence; AID 651821, 2012; actives 1.3% (n = 370,000);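 active means inhibition above the plate cutoff, the mean of all test compounds on that plate plus 3 SD, cut at about 35% in these data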;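 further: 0% = DMSO alone and 100% = 100 µM mitoxantrone as full dye displacement; higher means more dye released from RNA so lower well fluorescence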
mABHD4 FP: ABHD4 inhibitors, primary screen, biochemical, fluorescence polarization, mouse. (Lyso)-N-acylphosphatidylethanolamine lipase (Mus musculus), Q8VD66. purified mABHD4, FP-Rh probe fluorescence polarization. inhibition, % at 8.92 µM. actives 0.54% (n = 370,000). AID 720543, 2013;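 active means inhibition exceeding the mean over every tested compound plus 3 SD, cut at about 30% in these data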;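 further: 0% = plate median of compound wells and 100% = S159A mutant with DMSO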
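system = mouse ABHD4 enzyme, wild type | medium = HEPES pH 7.0, NaCl, Pluronic buffer | also added = FP-Rh probe | incubation = Enzyme–compound pre-incubation 45 min, then probe 60 min, both 25 °C | technique = fluorescence polarization, excitation 525 nm, emission 598 nm, BODIPY TMR filters | controls = S159A mutant high control, sample median low control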
PRMT1 FP inh: PRMT1 methyltransferase inhibitors, primary screen, biochemical, fluorescence polarization. inhibition, % at 2.79 µM. Protein arginine N-methyltransferase 1 (Homo sapiens), Q99873. AID 652257, 2013. actives 1.3% (n = 370,000). recombinant PRMT1, activity-based probe fluorescence polarization;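 active means inhibition above about 21% made by adding two undisclosed values, limit read from the data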
Target sequence (Q99873 whole entry, looked up): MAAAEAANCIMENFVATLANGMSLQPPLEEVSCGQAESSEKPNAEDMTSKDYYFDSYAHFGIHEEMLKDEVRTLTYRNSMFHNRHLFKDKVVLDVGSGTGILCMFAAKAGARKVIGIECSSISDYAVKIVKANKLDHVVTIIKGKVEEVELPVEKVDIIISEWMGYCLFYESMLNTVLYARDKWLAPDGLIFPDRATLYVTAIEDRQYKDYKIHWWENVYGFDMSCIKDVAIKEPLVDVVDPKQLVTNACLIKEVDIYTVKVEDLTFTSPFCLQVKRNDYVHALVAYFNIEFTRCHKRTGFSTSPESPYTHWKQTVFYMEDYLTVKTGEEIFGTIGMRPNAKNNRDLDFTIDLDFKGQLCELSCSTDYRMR
TCR CD3 inh: inhibitors of human TCR-CD3 interaction, primary screen, biochemical, fluorescence, TAMRA-labeled TCR probe; actives 0.37% (n = 360,000); inhibition, % at 9.4 µM; in the data active means inhibition above about 19%;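 further: recombinant mutant TCR 2C K166C tagged with TAMRA read by polarization; 0% = receptor in buffer alone and 100% = receptor with positive control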
MBD2 DNA inh: inhibitors of MBD2 binding to methylated DNA, primary screen, biochemical, TR-FRET, DNA-binding domain, human; MBD2 binding to methylated oligonucleotide; inhibition, % at 4.4 µM; actives 0.31% (n = 370,000); AID 686964, 2013; in the data active means inhibition above about 13%
SIAE inh: human SIAE inhibitors, primary screen, biochemical, fluorescence polarization, FP-Rh probe, 1536-well HTS. Sialate O-acetylesterase (Homo sapiens), Q9HAT2. SIAE FP-Rh probe binding. inhibition, % at 9.66 µM. actives 0.69% (n = 370,000). AID 1053197, 2014;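 active means inhibition above a cutoff: mean of compounds within the control limits plus 3 SD of those, cut at about 17% in these data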;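 further: 0% = plate median of compound wells and 100% = probe without SIAE protein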
Target sequence (Q9HAT2 whole entry, looked up): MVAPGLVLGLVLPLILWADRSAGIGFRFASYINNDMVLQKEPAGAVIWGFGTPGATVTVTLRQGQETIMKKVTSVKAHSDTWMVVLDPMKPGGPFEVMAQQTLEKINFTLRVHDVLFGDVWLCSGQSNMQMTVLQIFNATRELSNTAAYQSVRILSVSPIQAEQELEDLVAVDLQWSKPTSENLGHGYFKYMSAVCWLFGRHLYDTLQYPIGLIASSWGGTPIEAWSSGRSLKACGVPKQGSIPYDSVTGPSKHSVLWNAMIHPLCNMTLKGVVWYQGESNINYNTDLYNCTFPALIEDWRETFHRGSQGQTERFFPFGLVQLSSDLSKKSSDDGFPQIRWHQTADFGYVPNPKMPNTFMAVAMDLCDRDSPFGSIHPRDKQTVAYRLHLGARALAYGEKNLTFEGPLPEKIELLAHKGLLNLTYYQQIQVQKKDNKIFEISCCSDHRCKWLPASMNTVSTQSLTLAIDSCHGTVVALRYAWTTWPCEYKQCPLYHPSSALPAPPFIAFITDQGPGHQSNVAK
TDP2 inh: human TDP2 enzyme inhibitors, primary screen, biochemical, epi absorbance, recombinant enzyme; Tyrosyl-DNA phosphodiesterase 2 (Homo sapiens), O95551; T5PNP hydrolysis, p-nitrophenol absorbance 415 nm; inhibition, % at 12.8 µM; actives 0.34% (n = 370,000); AID 720702, 2013;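 active means inhibition above the mean of all tested compounds plus 3 SD, set per campaign, cut at about 25% in these data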;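 further: 0% = DMSO with enzyme and 100% = buffer with substrate but no TDP2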
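Read-out basis: percent inhibition. System: recombinant human TDP2. Buffer or medium: Mg2+-containing Tris-HCl buffer, pH 7.5. Repeats: single replicate. Timing: reaction 2 h, 37 °C. Benchmarks: high control without enzyme, low control DMSO plus TDP2. Probe or stimulus: 5 mM T5PNP. Doses: 12.8 µM only. Measured by: epi absorbance of p-nitrophenol freed from T5PNP by hydrolysis.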
Active calls of the source: *; x = not tested or not shown. The list is partial (hit frequency here may not be typical).

SMILES | LEDGF integ inh | HTRA1 inh | NPR2 activator | rCAG RNA binder | mABHD4 FP | PRMT1 FP inh | TCR CD3 inh | MBD2 DNA inh | SIAE inh | TDP2 inh
CCCS(=O)(=O)C(=C1NCCO1)S(=O)(=O)CCC | 4 | 6 | 1 | -2 | 1 | 2 | -5 | 5 | 4 | 3
Cn1c(C(=O)N2CCN(Cc3ccccc3)CC2)cc2c(=O)n(C)c3ccccc3c21 | 0 | -3 | -3 | 5 | -1 | 0 | 1 | 0 | 1 | 6
c1ccc2c(c1)COC(CNC1CCCCC1)OC2 | -3 | -8 | -1 | 0 | 6 | 2 | -2 | 0 | 5 | -1
CCOc1ccc(NC(=O)COC(=O)Cn2cnc3ccccc32)cc1 | -1 | 3 | -9 | 1 | -1 | -1 | -2 | 1 | 2 | 5
Cc1nc(CS(=O)(=O)c2ccccn2)sc1C(=O)NNC(=O)c1ccc(Cl)cc1 | -7 | 6 | 4 | 3 | 1 | 6 | -10 | 2 | -2 | 1
O=C(Cc1cccc2ccccc12)NC(=S)Nc1cccc(C(=O)O)c1 | -1 | -4 | -3 | 22 | -6 | 1 | 0 | 3 | 0 | 9
C=CCNC(=O)Nc1ccc(F)c(Cl)c1 | 0 | -5 | 4 | 0 | -6 | 1 | -2 | 2 | -3 | 9
Cc1ccc(C2=CC(c3ccc(C)cc3)n3ncnc3N2)cc1 (stereo not given) | -4 | -12 | 1 | 17 | -12 | 7 | 3 | 0 | 1 | -16
O=C(O)c1c2c(nc3ccc(S(=O)(=O)N4CCC(C(=O)NCc5ccccc5Cl)CC4)cc13)CCCC2 | -2 | -2 | 4 | 39* | -1 | 8 | 2 | 5 | 5 | -5
COc1ccc(NC(=O)CCN2CC(C)OC(C)C2)c(OC)c1 (stereo not given) | -3 | 4 | 5 | -6 | 5 | 2 | -3 | -1 | 0 | 11
COc1cc(C(=O)N2CCC(N3CCCCCC3)CC2)cc(OC)c1OC | 1 | 13 | -3 | 0 | 6 | 1 | 4 | -9 | 0 | 1
C=CCOc1ccc(CNc2ccc(NC(=O)CC(C)C)cc2)cc1OC | -6 | 0 | -5 | -4 | -5 | -2 | 1 | 4 | 1 | 5
CCOC(=O)c1cc2n(c1N)-c1ccccc1C2=O | 1 | 5 | -1 | -1 | 4 | 29* | 7 | 0 | 7 | -2
O=S1(=O)CCC(N2CCOCC2)C1 (stereo not given) | 1 | 4 | 4 | -2 | -4 | 3 | -2 | 2 | -5 | -6
S=C(NCCc1ccccc1)NC1CCC(NC(=S)NCCc2ccccc2)CC1 (stereo not given) | 1 | 4 | -4 | -3 | 0 | 0 | 7 | -5 | -2 | 9
COc1cccc(CNC(=O)Cn2c(=O)n(CCC(=O)N3CCCCC3)c(=O)c3sccc32)c1 | -5 | 4 | -1 | 3 | -3 | 6 | -6 | 3 | -1 | -10
Cc1ccc(NCc2nc3ccccc3n2C)cc1 | 2 | -2 | -1 | -2 | 3 | 0 | 9 | -3 | -2 | 0
Cc1ccc(NCC(=O)NNC2=NCCC2)c(C)c1 | -3 | -3 | -4 | -2 | -1 | -3 | -6 | 0 | 7 | -10
COC(=O)c1[nH]c2ccc(Cl)cc2c1NC(=O)CCN1CCOCC1 | 0 | 3 | 1 | -1 | 3 | -4 | -5 | -6 | 3 | 1
COc1cc(-c2nc(=S)[nH][nH]2)cc(OC)c1OC | 0 | -7 | 1 | 3 | -9 | 34* | -2 | 4 | -2 | 5
CCOc1ccc(Br)cc1CN(CC)CC | 0 | 8 | -3 | -3 | 1 | -3 | 0 | -5 | -1 | 9
O=C(NCc1cccs1)C(=O)NCC1OCCCN1S(=O)(=O)c1ccccc1 (stereo not given) | -2 | 5 | 3 | 6 | 6 | -4 | 10 | 1 | -3 | 2
O=C(NCC1CCCO1)c1ccc(NC(=O)c2ccc([N+](=O)[O-])cc2)cc1 (stereo not given) | 4 | -2 | -5 | -3 | 0 | 1 | -6 | 4 | 3 | 1
O=[N+]([O-])c1cc(S(=O)(=O)NC2=NCCCCC2)ccc1Cl | 3 | 11 | 1 | -2 | -1 | -5 | 7 | 2 | -7 | -11
CN1CCC(N2CCN(C3CN(Cc4cn(Cc5ccc(F)cc5)nn4)S(=O)(=O)C3)CC2)CC1 (stereo not given) | 1 | x | -3 | 2 | 4 | -1 | 2 | 10 | -9 | 4
COc1cc(CNc2nnnn2C)cc(OC)c1OC | -3 | 4 | 1 | 0 | -1 | 3 | 6 | 7 | 3 | -6
O=C(Cc1ccc(Cl)cc1)NC1CC1 | 2 | -2 | 4 | -1 | -5 | -5 | -2 | -6 | -5 | 2
CC(=O)NC1=NN(C(C)=O)C(C)(CS(=O)(=O)c2ccc3ccccc3c2)S1 (stereo not given) | 0 | 5 | 8 | 0 | -5 | 0 | 6 | 2 | -6 | 6
CCC(CC)C(=O)Nc1ccc([N+](=O)[O-])cn1 | 1 | 1 | 2 | 4 | -8 | 0 | 1 | -4 | -4 | -13
O=C(CSc1ncc(-c2ccccc2)n1-c1ccccc1)NCc1ccco1 | 2 | -15 | -4 | -3 | 3 | 0 | 3 | 1 | 2 | -12
Cc1ccn2cc(CNC(=O)c3cccs3)nc2c1 | -3 | -4 | -1 | 2 | 2 | 3 | -9 | -1 | 2 | 6
CCN1C=CC(=C2C(=O)c3ccccc3C2=O)C=C1 | -1 | 0 | 0 | 1 | 1 | -2 | 0 | -10 | -8 | 0
COC(=O)c1sccc1NC(=O)CC1C(=O)NCCN1C(=O)Nc1ccc(C(F)(F)F)cc1 (stereo not given) | 0 | -3 | 0 | -1 | 4 | 2 | 2 | 4 | 6 | 3
COc1ccc(/C=C/c2nnc(NC(=O)CSc3ccc(Cl)cc3)s2)cc1 | -1 | -6 | -3 | 1 | -6 | 2 | -1 | -3 | -1 | -2
CC(=O)Nc1ccc(NC(=O)CSC2=NS(=O)(=O)c3cc(Cl)ccc3N2)cc1 | 0 | 0 | 2 | 22 | -1 | -3 | 0 | -2 | 10 | 6
OC(c1ccc(-c2ccccc2)cc1)c1ncc(-c2ccc(F)cc2)[nH]1 (stereo not given) | 4 | x | -5 | 7 | -13 | -4 | -3 | -3 | -3 | -13
COc1c(Cl)cc(-c2noc(C)c2C(=O)NCc2ccccc2)cc1Cl | -3 | -9 | -15 | 0 | -3 | 1 | 1 | 1 | -5 | 0
Cc1ccc(NC(=O)CN2C(=O)N/C(=C/c3ccc4c(c3)OCCO4)C2=O)cc1 | -5 | -2 | -1 | 10 | -7 | 2 | 1 | 5 | -14 | -8
O=C(CCc1nnc(C2CCCCC2)o1)N1CCC(Oc2cccnc2)CC1 | 2 | -1 | -2 | -7 | -1 | -2 | -4 | -4 | 3 | -3
O=C(N/N=C\C=C\c1ccco1)C1COc2ccccc2O1 (stereo not given) | -2 | 11 | -2 | 18 | 10 | 11 | 4 | 9 | 4 | 8

Record cards, as listed above:
`S=C(NCCc1ccccc1)NC1CCC(NC(=S)NCCc2ccccc2)CC1` (stereo not given) reads LEDGF integ inh = 1; HTRA1 inh = 4; NPR2 activator = -4; rCAG RNA binder = -3; mABHD4 FP = 0; PRMT1 FP inh = 0; TCR CD3 inh = 7; MBD2 DNA inh = -5; SIAE inh = -2; TDP2 inh = 9
`Cc1ccc(NC(=O)CN2C(=O)N/C(=C/c3ccc4c(c3)OCCO4)C2=O)cc1` reads LEDGF integ inh = -5; HTRA1 inh = -2; NPR2 activator = -1; rCAG RNA binder = 10; mABHD4 FP = -7; PRMT1 FP inh = 2; TCR CD3 inh = 1; MBD2 DNA inh = 5; SIAE inh = -14; TDP2 inh = -8

The results go on.
SMILES | LEDGF integ inh | HTRA1 inh | NPR2 activator | rCAG RNA binder | mABHD4 FP | PRMT1 FP inh | TCR CD3 inh | MBD2 DNA inh | SIAE inh | TDP2 inh
COc1ccc(-c2nc(N3CCCCCC3)sc2C(=O)c2ccccc2)cc1 | -6 | -25 | -2 | -3 | 17 | -1 | 6 | 1 | -5 | -3
Cc1cc(C)nc(NS(=O)(=O)c2ccc(NC(=O)c3nn(-c4ccccc4)ccc3=O)cc2)n1 | 3 | 0 | -5 | -1 | -7 | -3 | 3 | -2 | -4 | -1
CC(=O)NC(c1ccccc1)c1nc(-c2ccc(F)c(Cl)c2)cs1 (stereo not given) | -2 | x | -5 | 2 | -16 | 2 | -1 | 2 | -6 | -5
O=C(O)C(Cc1ccccc1)N1CCS(=O)(=O)CC1 (stereo not given) | -2 | -2 | 1 | 0 | 0 | -2 | -1 | -3 | 2 | 4
S=c1[nH]nc(-c2ccccn2)n1/N=C/c1ccc(-c2ccccc2Br)o1 | -2 | -23 | -6 | 12 | 4 | 1 | 0 | -1 | 4 | -10
Cc1ccc(Cl)cc1NC(=O)c1cc(NC(=O)CCCC(=O)O)ccc1N1CCCCC1 | -2 | -10 | 1 | 51* | -16 | -1 | 7 | 5 | 3 | -14
CCN(Cc1nc2ccccc2c(=O)[nH]1)Cc1nc2cc(OC)c(OC)cc2c(=O)[nH]1 | 1 | 3 | 3 | 0 | 5 | -1 | 4 | 2 | 4 | -2
Cc1cc(C)nc(SCC(=O)NC2CCCC2)n1 | -3 | 1 | -2 | -2 | 10 | -1 | 0 | 0 | -2 | 14
Cc1cc(C(F)(F)Cl)n2ncc(-c3ccccn3)c2n1 | -1 | 1 | 5 | -2 | 8 | 0 | -3 | -2 | 2 | -2
O=C(NCCCN1CCOCC1)C1CC(=O)N(C2CCCCC2)C1 (stereo not given) | -1 | -1 | -1 | 2 | -2 | -3 | 7 | -7 | -3 | -12
CCN(CC)S(=O)(=O)c1ccc(C)c(NC(=S)N2CCN(c3ccccn3)CC2)c1 | -1 | -2 | 2 | 11 | 0 | 1 | 9 | 1 | -2 | -17
CCOC(=O)c1nn(-c2ccc(F)cc2)c(=O)cc1OCC(=O)Nc1ccc(OCC)cc1 | 0 | 8 | -2 | 0 | 4 | -5 | 0 | -4 | 1 | -16
CCC(=O)N1c2ccc(S(=O)(=O)CCC(=O)NCc3cccs3)cc2CC1C (stereo not given) | 1 | -4 | -5 | -2 | -3 | 0 | -5 | 0 | 1 | 1
C(=C\CSc1ncn[nH]1)/CSc1ncn[nH]1 | -1 | 2 | 3 | 3 | 2 | 1 | 3 | -2 | -3 | 3
